H37Rv inhibition: M. tuberculosis growth inhibition, HTS (AID 449762); M. tuberculosis H37Rv growth inhibition, 7H9 media; higher % means a stronger effect; inhibition, % at 25 µM; hits with a dose series show IC50 in µM; 0.59% of 330,000 active; in the data active means a potency from the dose series; inconclusive means inhibition above about 70% without an active follow-up result;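 further: bacterial growth assessed after seven days of incubation; strong numbers were not always called active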
M. tuberculosis: growth inhibition of non-replicating M. tuberculosis (AID 488890); inhibition, % at 25 µM; hits with a dose series show IC50 in µM; 0.39% of 320,000 active; Mycobacterium tuberculosis non-replicating, growth inhibition; higher % means a stronger effect; in the data active means a potency from the dose series; inconclusive means inhibition mostly from about 82% at the one dose, without a potency; inactive means the rest, 99 in 100 with inhibition below about 76%;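 further: plate controls were DMSO cells for no effect and high antibiotic wells for full effect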
Salmonella PhoP GFP: Inhibition of PhoP regulon, Salmonella typhi GFP reporter cells, confirmation, 4 h (AID 1850); Salmonella Typhi PhoP-promoter GFP reporter, fluorescence, 4 h; higher % means a stronger effect; inhibition, % at 50 µM; hits with a dose series show IC50 in µM; 0.33% of 310,000 active; in the data active means a potency from the dose series; inconclusive means inhibition mostly from about 25% at the one dose, without a potency; inactive means the rest, 99 in 100 with inhibition below about 19%;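 further: 0% = induced wells with vehicle and 100% = uninduced wells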
VEEV TC-83 Vero: inhibitors of VEEV TC-83 cytopathic effect, confirmation, Vero cells (AID 588727) | Vero cells, VEEV TC-83 cytopathic effect inhibition; higher % means a stronger effect | inhibition, % at 20 µM, or IC50 in µM where a hit was titrated | 0.13% of 350,000 active; in the data active means a potency from the dose series; inconclusive means inhibition mostly from about 14% at the one dose, without a potency; inactive means the rest, 99 in 100 with inhibition below about 12%; further: strong numbers were not always called active
influenza NS1A: H1N1 influenza NS1A inhibitors, functional cell based assay (AID 504329); inhibition, % at 12.5 µM; hits with a dose series show IC50 in µM; NS1A functional cell-based assay, percent inhibition; higher % means a stronger effect; 0.3% of 340,000 active; in the data active means a potency from the dose series; inconclusive means inhibition above about 27% without an active follow-up result; further: strong numbers were not always called active
* marks the source's active call; other numbers are inactive results; i = inactive; ? = inconclusive; . = not tested or not shown.

SMILES	H37Rv inhibition	M. tuberculosis	Salmonella PhoP GFP	VEEV TC-83 Vero	influenza NS1A
N#CC1=C(N)Oc2n[nH]c(-c3cccnc3)c2C1c1cc(F)ccc1F (centres undefined)	-5%	3%	-4%	1.0%	9%
COC(=O)c1cc(CNC(=O)C2CC(=O)N(c3ccc4c(c3)OCCO4)C2)ccc1OC (centres undefined)	-1%	7%	.	i	-16%
COc1ccc2[nH]c3c(c2c1)CCN1C(=O)C(CC(=O)NCCN2CCOCC2)C[C@H](C(=O)N2CCOCC2)[C@@]31CCC1CCCC1 (some centres undefined)	.	.	.	0.6%	0%
COC(=O)C1=C(c2ccc(-c3ccccc3)c(F)c2)C[C@@H]2CC[C@H]1N2C(=O)NCCCOC(C)C	-11%	-5%	.	2.6%	-3%
COc1cc(OC)c(S(=O)(=O)N2CCOCC2)cc1S(=O)(=O)N1CCOCC1	-2%	-9%	-6%	1.3%	3%
COC(=O)c1c(NC(=O)COC(=O)CCc2ccc(S(=O)(=O)N3CCOCC3)cc2)sc2c1CCC2	5%	0%	-8%	1.1%	8%
COc1ccccc1CNC(=O)C1CC2Cn3c(nc4cc(C)c(C)cc43)C2N1C (centres undefined)	-2%	-2%	-9%	i	-1%
CCOC(=O)c1ccc(N2C(=O)[C@@H](c3ccccc3)[C@H]2c2ccccc2)cc1	1%	37%	.	0.3%	-8%
CC(=O)Nc1ccc(NC(=O)COC(=O)C2c3ccccc3Oc3ccccc32)cc1	.	.	.	1.4%	-6%
O=C(NN1C(=O)C2C3c4ccccc4C(c4ccccc43)C2C1=O)c1ccccc1 (centres undefined)	-18%	-3%	1%	0.1%	4%
Cc1ccc(CNC(=O)C2CCCN(C(=O)Nc3ccc(F)cc3)C2)cc1 (centres undefined)	-2%	-15%	4%	0.5%	4%
Cc1c(C(c2cccc(Br)c2)c2c(C)n(C)n(-c3ccccc3)c2=O)c(=O)n(-c2ccccc2)n1C	1%	22%	-4%	i	-8%
O=C(CN(c1ccc2c(c1)OCCO2)S(=O)(=O)c1ccccc1)Nc1ccc2c(c1)OCO2	-11%	-2%	5%	6.9%	9%
CCn1c(SCC(=O)Nc2ccc3c(c2)OCO3)nc2c1c(=O)n(C)c(=O)n2C	-7%	-6%	-3%	4.4%	5%
O=C(NNC(=O)c1ccc([N+](=O)[O-])cc1Cl)c1ccncc1	1%	10%	0%	1.1%	-6%
COc1cc(SC)ccc1C(=O)OCC(=O)NCCNC(=O)COC(=O)c1ccc(SC)cc1OC	1%	6%	-10%	1.4%	1%
COC(=O)c1cccc([N+](=O)[O-])c1CN1CCCC(C(N)=O)C1 (centres undefined)	-7%	-18%	-5%	0.7%	-2%
O=S(=O)(c1ccccc1)N1CCN(Cc2cccc(Cl)c2)CC1	-3%	3%	-1%	i	-1%
CCCCC(C(=O)NC(C)(C)C)N(Cc1ccccc1)C(=O)c1snc(C(N)=O)c1N (centres undefined)	5%	22%	-4%	5.0%	-30%
COc1ccc(CNC[C@H]2O[C@@H](n3ccc(=O)[nH]c3=O)[C@H](O)[C@@H]2O)cc1OC	.	.	.	i	-13%

At a glance, 14 of the compounds above:
SMILES	H37Rv inhibition	M. tuberculosis	Salmonella PhoP GFP	VEEV TC-83 Vero	influenza NS1A
COc1ccccc1CNC(=O)C1CC2Cn3c(nc4cc(C)c(C)cc43)C2N1C (centres undefined)	-2%	-2%	-9%	i	-1%
CCOC(=O)c1ccc(N2C(=O)[C@@H](c3ccccc3)[C@H]2c2ccccc2)cc1	1%	37%	.	0.3%	-8%
CC(=O)Nc1ccc(NC(=O)COC(=O)C2c3ccccc3Oc3ccccc32)cc1	.	.	.	1.4%	-6%
O=C(NN1C(=O)C2C3c4ccccc4C(c4ccccc43)C2C1=O)c1ccccc1 (centres undefined)	-18%	-3%	1%	0.1%	4%
Cc1ccc(CNC(=O)C2CCCN(C(=O)Nc3ccc(F)cc3)C2)cc1 (centres undefined)	-2%	-15%	4%	0.5%	4%
Cc1c(C(c2cccc(Br)c2)c2c(C)n(C)n(-c3ccccc3)c2=O)c(=O)n(-c2ccccc2)n1C	1%	22%	-4%	i	-8%
O=C(CN(c1ccc2c(c1)OCCO2)S(=O)(=O)c1ccccc1)Nc1ccc2c(c1)OCO2	-11%	-2%	5%	6.9%	9%
CCn1c(SCC(=O)Nc2ccc3c(c2)OCO3)nc2c1c(=O)n(C)c(=O)n2C	-7%	-6%	-3%	4.4%	5%
O=C(NNC(=O)c1ccc([N+](=O)[O-])cc1Cl)c1ccncc1	1%	10%	0%	1.1%	-6%
COc1cc(SC)ccc1C(=O)OCC(=O)NCCNC(=O)COC(=O)c1ccc(SC)cc1OC	1%	6%	-10%	1.4%	1%
COC(=O)c1cccc([N+](=O)[O-])c1CN1CCCC(C(N)=O)C1 (centres undefined)	-7%	-18%	-5%	0.7%	-2%
O=S(=O)(c1ccccc1)N1CCN(Cc2cccc(Cl)c2)CC1	-3%	3%	-1%	i	-1%
CCCCC(C(=O)NC(C)(C)C)N(Cc1ccccc1)C(=O)c1snc(C(N)=O)c1N (centres undefined)	5%	22%	-4%	5.0%	-30%
COc1ccc(CNC[C@H]2O[C@@H](n3ccc(=O)[nH]c3=O)[C@H](O)[C@@H]2O)cc1OC	.	.	.	i	-13%

(more compounds)
SMILES	H37Rv inhibition	M. tuberculosis	Salmonella PhoP GFP	VEEV TC-83 Vero	influenza NS1A
CNC(=S)N(CCc1c(C)[nH]c2ccc(C)cc12)Cc1cccs1	6%	14%	-12%	5.2%	3%
O=C1CC(C(=O)Nc2cc(Cl)ccc2Cl)n2ncnc2N1 (centres undefined)	-1%	-4%	7%	0.3%	-9%
CC(C)C1Cc2ccccc2-c2[nH]c(=S)[nH]c(=O)c21 (centres undefined)	1%	17%	-19%	3.2%	.
Cc1cc2nc(-c3ccc(SCc4ccccn4)nc3)[nH]c2cc1C	1%	40%	-10%	9.3%	-5%
COc1ccccc1-c1ccc(=O)n(CC(=O)NCc2cccs2)n1	-2%	-4%	-6%	0.5%	-22%
COc1ccc(NS(=O)(=O)c2ccc3oc(SCC(N)=O)nc3c2)cc1	-2%	8%	9%	2.1%	3%
O=C(CSc1nnc(-c2ccccn2)n1Cc1ccccc1)Nc1ccc2c(c1)OCO2	17%	17%	1%	1.7%	2%
Cc1ccc(C)c(-n2cc(CNCCc3cnccn3)c(-c3ccccc3)n2)c1	-14%	30%	17%	i	-16%
O=C(Cc1cccc(NC(=O)C2CCCN(C(=O)C3CCCCC3)C2)c1)Nc1cccc(C(=O)N2CCCC2)c1 (centres undefined)	-4%	20%	.	0.6%	-2%
COc1cccc(-n2nnnc2S(C)(=O)=O)c1	?	?	8%	i	-1%
CCOc1cccc(CNCc2ccc(C(=O)O)cc2)c1	-1%	-5%	-5%	0.9%	-3%
Cc1ccc(S(=O)(=O)N(CC(=O)c2ccccc2)C(=O)N2CCN(C)CC2)cc1	.	.	.	1.4%	-8%
Cc1nc2ccc(NC(=O)Cc3ccsc3)cc2s1	4%	9%	-13%	0.2%	-6%
CC(C)(C)c1ccc(-c2nc(C#N)c(NCCCn3ccnc3)o2)cc1	?	i	11%	5.5%	11%
COc1ccccc1/C=C/C=N/n1c(-c2ccco2)n[nH]c1=S	4%	-3%	2%	6.1%	-22%
CC1=NN(C(N)=S)C(=O)C1N=Nc1ccc(Br)cc1 (centres undefined)	59%	?	0%	4.7%	-6%
Cc1ccc(-c2csc(NC(=O)c3c(C)noc3C)n2)s1	?	75%	.	1.0%	-13%
CCCN(CC(=O)Nc1ccccc1OC)C(=O)CCNC(=O)c1ccccc1OC	-4%	3%	-2%	0.3%	-1%
CCc1sc(C(=O)N2CCCN(C)CC2)cc1Br	-3%	6%	2%	1.2%	-8%
O=c1cc(N2CCN(c3ccccc3F)CC2)[nH]c(=O)n1-c1ccc(Br)cc1	-8%	.	-7%	0.2%	25%
O=C(Nc1c2c(nn1-c1ccccc1)CSC2)c1ccc(N2C(=O)CCC2=O)cc1	-6%	-1%	-6%	0.5%	10%
COc1cc(NC(=O)CN2C(=O)NC3(CCOc4ccccc43)C2=O)cc(OC)c1 (centres undefined)	0%	4%	.	1.1%	-6%
CCOCCCNCc1ccc(OC)cc1	3%	3%	-1%	0.7%	15%
NNC(=O)CS(=O)(=O)c1ccc(Cl)cc1	-2%	5%	4%	0.6%	-21%
CC(C)(C)OC(=O)N[C@@H](Cc1ccccc1)C(=O)N1CCC(C(=O)N[C@@H](CCC(N)=O)C(=O)O)CC1	-11%	-11%	-2%	12%	21%
O=C(CSc1nnc(-c2c[nH]c3ccccc23)o1)c1ccccc1	6%	15%	-7%	0.2%	-5%
CCC(C)(c1nnnn1-c1c(C)cccc1C)N(N=O)c1ccccc1Cl (centres undefined)	-6%	-4%	-13%	0.1%	-5%
COc1cccc(/C=N\NC(=O)c2sc(N)nc2C)c1OC	2%	-6%	-1%	1.7%	-2%
O=C(c1cccc(S(=O)(=O)NCCOc2ccccc2)c1)N1CCN(c2ncccn2)CC1	-4%	11%	15%	0.9%	-2%
Cc1oc(-c2ccccc2)nc1C(=O)OCC(=O)NC(=O)NCC(C)C	8%	6%	-5%	6.0%	-9%
Cc1ccc2c(c1)N(C(=O)CCC(=O)N1CCC(C(N)=O)CC1)CCO2	-3%	0%	6%	i	0%
O=C(O)C[C@H]1c2ccccc2S(=O)(=O)N1C1CCCC1	-2%	-8%	-2%	2.7%	5%
CCOC(=O)C1CCN(C(=O)COC(=O)c2c(C)c(CC)nc3ccccc23)CC1	14%	20%	.	1.0%	-13%
Cc1ccc(CSc2nnc(C)c(=O)[nH]2)cc1	-3%	27%	6%	2.2%	2%
O=C(c1cccc(F)c1)N(Cc1nc2ccccc2c(=O)[nH]1)C1CCCC1	10%	19%	-2%	2.1%	-8%
O=C1CC(N2CCC(C(=O)N3CCCCC3)CC2)C(=O)N1 (centres undefined)	-4%	i	3%	0.8%	-5%
CCNc1ccc(S(=O)(=O)N(C)C)cc1NCC(=O)Nc1ccccc1F	-9%	22%	2%	2.5%	3%
Cc1c(Cc2ccccc2)sc(NC(=O)Cc2ccccc2)c1C(N)=O	-5%	26%	7%	i	6%
NS(=O)(=O)c1nc[nH]c1[N+](=O)[O-]	.	.	.	1.0%	-1%
CNCc1c(OCc2ccccc2F)ccc2ccccc12	2%	48%	79µM*	i	-6%
O=C(O)c1ccc(Cl)c(S(=O)(=O)Nc2cccc(C(=O)Nc3cccc(C(F)(F)F)c3)c2)c1	-6%	.	8%	3.5%	10%
O=C(c1cc(COc2cccc3cnccc23)on1)N1CCC(c2ccccc2Cl)C1 (centres undefined)	?	45%	11%	4.5%	0%
CCN1CCN(c2oc(-c3ccccc3)nc2S(=O)(=O)c2ccc(C)cc2)CC1	.	.	.	3.4%	-4%
FC(F)(F)c1nnc(-c2ccccc2)nc1Sc1ccccc1	17%	?	-9%	?	-15%
Cc1nnc(N/N=C/c2ccc(O)c([N+](=O)[O-])c2)[nH]c1=O	0%	10%	7%	i	-3%
C=C1CCN([C@@H](C)C(=O)NCc2ccc(Cl)cc2)S(=O)(=O)c2ccccc21	-1%	23%	5%	2.1%	9%
CCC(C)NC(=O)CCCCCn1c(=O)[nH]c2cc(OC)c(OC)cc2c1=O (centres undefined)	6%	-2%	-1%	1.4%	4%
CC(C)NC(C)C(=O)C12CC3CC(CC(C3)C1)C2 (centres undefined)	-9%	-10%	0%	0.6%	8%
Oc1c(Br)cc(Br)cc1CNc1cccc2cccnc12	9%	71%	1%	i	5%
CCCC1(C(=O)OCC)NC(c2ccc(N(C)C)cc2)C2C(=O)N(c3ccc4c(c3)OCCO4)C(=O)C21 (centres undefined)	2%	14%	-2%	7.3%	3%
More results follow:
SMILES	H37Rv inhibition	M. tuberculosis	Salmonella PhoP GFP	VEEV TC-83 Vero	influenza NS1A
COc1cc(-c2ccc3c(=O)c4ccccc4sc3c2)cc(OC)c1OC	8%	-11%	.	4.9%	1%
C=CCOC(=O)C1=C(C)NC(=O)NC1c1ccc(Cl)cc1 (centres undefined)	3%	.	14%	3.6%	-21%
COc1ccc(CC(NC(C)=O)C(=O)NC2CCN(S(=O)(=O)c3ccc(NC(C)=O)cc3)CC2)cc1OC (centres undefined)	-3%	-3%	-2%	0.9%	.
COc1ccc2c(c1)C(=O)N(c1ccccc1C)C(=O)C2(C)C	-5%	4%	-6%	i	0%
COc1ccc(OCC(=O)OCCNC(=O)c2cccnc2)cc1	-1%	-10%	0%	i	-13%
Cc1ccc(-n2ncc(C(=O)NCC3CCN(C4CCCC4)C3)c2C2CCN(C(=O)OC(C)(C)C)CC2)cc1 (centres undefined)	7%	67%	-11%	i	9%

Assay outcomes from PubChem BioAssay.
